Assay outcomes deposited in PubChem BioAssay by several laboratories.
P. falciparum M17LAP – P. falciparum M17LAP inhibitors, primary screen, biochemical, fluorogenic H-Leu-NHMec substrate, 1536-well (AID 1619). Leucine aminopeptidase (Plasmodium falciparum (isolate 3D7)). one-dose inhibition, % at 30 µM; IC50 in µM for titrated hits. 220,000 compounds, 0.38% hits. recombinant M17LAP, H-Leu-NHMec fluorogenic kinetic assay; higher % means a stronger effect;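 active = compound inhibiting the enzyme by more than half at any dose during confirmatory dose-response retesting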;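 also: plate controls were full reaction with DMSO carrier for no effect and no enzyme background for full effect; strong numbers were not always called active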
Yfh1-off respiration – enhancers of respiration in Yfh1-depleted yeast, dose response, Friedreich's ataxia, plus single-dose screen (AID 1465). S. cerevisiae Yfh1-off respiration, WST-1 reduction, 72 h; higher fold induction means a stronger effect. fold induction at 50 µM, or EC50 in µM where a hit was titrated. 220,000 compounds, 0.074% hits;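 active = fold induction of absorbance versus untreated yeast above a set limit, then at least 30% activation at any dose in follow-up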;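 also: activators that raise dye reduction in frataxin-depleted yeast; strong numbers were not always called active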
bCat nuc transl – modulators of beta-catenin nuclear translocation, primary screen, imaging, HeLa cells, immunofluorescence, high-content | nuclear translocation activity, % at 5 µM | 190,000 compounds, 0.3% hits | AID 1665, 2009;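 active = nuclear translocation activity above 50% at 5 µM, with a well cell count of 50 or more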;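 also: per-cell ratio of nuclear to cytoplasmic median beta-catenin stain intensity; plate controls were DMSO negative control for no effect and GSK-3 inhibitor IX positive control for full effect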
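Test system: human HeLa cells, endogenous beta-catenin. Times: 24 h compound exposure, 37°C. Measured by: beta-catenin immunofluorescence imaging with DAPI.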
Autophagy HCS – autophagy modulators in MEF cells, primary screen, imaging, high-content, MEF GFP-LC3 | 190,000 compounds, 0.98% hits | MEF GFP-LC3 puncta imaging; test concentration mostly 10 µM | AID 463193, 2010 | calls only at 10 µM (by protocol);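 active = percentage of spot-positive cells more than 3 SD above its plate mean, without a fluorescence outlier flag or 80% toxicity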;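 also: spot-positive cell cutoff set from DMSO-treated cells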
T cell HTS – modulators of CD8 T cell-vesicle binding, primary screen, mouse 2C CD8+ T cells, flow cytometry; 2C CD8+ T cell-vesicle binding; hits give low values; calls only at 7 µM; 330,000 compounds, 0.068% hits;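 active = response, share of CD8 T cells binding vesicles, and their 90th percentile fluorescence all below set limits, cut at about 80% in these data, passing the limit was not always enough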
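Benchmarks: naked versus QL9-loaded vesicles / Assay system: purified 2C TCR transgenic mouse naive CD8+ T cells / Technique: high-throughput flow cytometry with anti-B7-1 and anti-CD8 staining / Timing: Cell–vesicle co-incubation 1.5 h at 37 °C, staining 20 min on ice / Read-out: percent CD8+ FL2 mean versus row control / Probe or stimulus: QL9-loaded Drosophila micro-vesicles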
MT stabilize HCS – microtubule stabilizers in HeLa cells, primary screen, imaging, high-content imaging; % tubulin-high responders, % at 10 µM; AID 2205, 2009; HeLa tubulin immunostaining HCS, 24 h; share of cells brighter than vehicle mean+2SD; 200,000 compounds, 0.83% hits;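 active = plate Z-score above 3 for both tubulin-high and condensed-nucleus cell shares, with cell loss under 80%, at 10 µM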;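 also: anti alpha tubulin signal scored within the nucleus-defined area of each cell; some results filed as inactive read as strong as hits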
WT yeast gro inh – growth inhibition of WT strain, primary screen, mitochondrial fusion inhibitor project, WT and mutant strains, chemical genetic; mitochondrial fusion phenotypic screen; inhibition, % at 10 µM; 190,000 compounds, 2.1% hits; in the data active = inhibition above about 58%; tested in S. cerevisiae
Dynein cargo inh – inhibitors of GR-EGFP nuclear translocation, primary screen, dynein cargo transport inhibitor project, imaging, high-content, 3617.4 mouse cells. test concentration mostly 20 µM; stimulated with dexamethasone, 1 µM; hits give low values. z-score, hits read low. 220,000 compounds, 0.47% hits. AID 1381, 2008;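 active = plate z-score of nuclear minus cytoplasmic receptor signal below a set negative limit, without overly bright fluorescence or cell loss, cut at about -3.5 in these data, passing the limit was not always enough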;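 also: z-score of nuclear minus cytoplasmic ring GR-EGFP intensity difference per well; some compounds called inactive have numbers as strong as hits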
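Buffer or medium – tet-free medium with charcoal-stripped serum · Signal – automated 10x imaging of fixed Hoechst-stained cells · Also added – dexamethasone agonist, 1.0 µM final, for 30 min · Incubation – induction 48 h, compound 1 h, agonist 30 min · Read-out – GR-EGFP nuclear translocation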
P. falciparum M1AAP – P. falciparum M1AAP inhibitors, biochemical, fluorogenic H-Leu-NHMec substrate, 1536-well (AID 1445); Aminopeptidase N (Plasmodium falciparum (isolate 3D7)); recombinant M1AAP, H-Leu-NHMec fluorogenic kinetic assay; higher % means a stronger effect; one-dose inhibition, % at 30 µM; IC50 in µM for titrated hits; 220,000 compounds, 0.42% hits;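 active = primary inhibition above the hit cutoff, then over 50% inhibition at one or more dose response concentrations, cut at about 23% in these data, passing the limit was not always enough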;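 also: plate controls were DMSO full reaction for no effect and no enzyme background for full effect; strong numbers were not always called active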
WT yeast gro inh mutant strain – also measured in WT yeast gro inh; calls as there; inhibition, %; mitochondrial fusion phenotypic screen, mutant strain inhibition
Dynein cargo inh cytoplasmic EGFP – recorded beside Dynein cargo inh, whose call it bears; z-score; measured here: cytoplasmic GR-EGFP intensity; hits give high values
Dynein cargo inh nuclear GR-EGFP – further read-out of Dynein cargo inh, marked with its call; z-score; measured here: nuclear GR-EGFP intensity;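 lower value marks the stronger effect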
Dynein cargo inh cell count – second read-out of Dynein cargo inh, no call of its own (marks repeat the call); z-score; measured here: cell count per field
bCat nuc transl cell count 5 µM – second read-out of bCat nuc transl, no call of its own (marks repeat the call); cell count; measured here: cell count, cytotoxicity flag
T cell HTS vesicle-bound % – recorded beside T cell HTS, whose call it bears; double positive events, %; measured here: CD8+ vesicle-bound cell fraction;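 binding gate set so that unloaded-vesicle control wells show 10% double positive cells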
MT stabilize HCS Hoechst-high % – also measured in MT stabilize HCS; calls as there; % Hoechst-high responders; measured here: nuclear condensation Hoechst responders;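 share of cells brighter than vehicle mean plus two SD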
MT stabilize HCS cytotoxicity % – also measured in MT stabilize HCS; calls as there; toxicity, %; measured here: cytotoxicity by cell density;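 0% = mean cell density of plate MIN control wells and 100% = no cells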
Autophagy HCS cell loss 18 h – further read-out of Autophagy HCS, marked with its call; toxicity, %; measured here: cell loss, nuclei count;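 cell loss after 18 h compound exposure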
Numbers without * were called inactive; i = inactive; / = no result given. Rows are unselected, and some 4.4% of all compounds hit somewhere here.

SMILES	P. falciparum M17LAP	Yfh1-off respiration	bCat nuc transl	bCat nuc transl cell count 5 µM	Autophagy HCS	Autophagy HCS cell loss 18 h	T cell HTS	T cell HTS vesicle-bound %	MT stabilize HCS	MT stabilize HCS Hoechst-high %	MT stabilize HCS cytotoxicity %	WT yeast gro inh	WT yeast gro inh mutant strain	Dynein cargo inh	Dynein cargo inh cytoplasmic EGFP	Dynein cargo inh nuclear GR-EGFP	Dynein cargo inh cell count	P. falciparum M1AAP
S=C1NC2(CCCCCC2)N=C1c1ccccc1	2%	i	0.3	940	i	4	i	44	1.7	1.7	0.0	23	21	-0.02	-0.22	0.82	-1.5	-3%
CC(C)Cc1nc2oc3c(NCC(C)O)ncnc3c2c2c1CCCC2 (stereo unspecified)	2%	i	0.9	1311	/	/	i	26	/	/	/	/	/	1.3	-0.25	0.52	-0.27	8%
Cc1cccc(C(=O)Nc2cccc(-c3cnc4ccccc4n3)c2)c1	4%	i	-0.3	1088	i	8	i	14	2.7	1.8	5.7	11	18	-0.33	-0.23	-0.34	1.7	-5%
NC(=O)c1sc2nc3c(c(-c4ccco4)c2c1N)CCCC3	16%	i	-0.1	1278	/	/	i	43	/	/	/	/	/	0.41	-0.75	0.12	-0.64	8%
O=c1[nH]cnc2c1nc(SCc1ccccc1)n2C1OC(CO)C(O)C1O (stereo unspecified)	2%	i	-1.0	1019	i	4	i	31	3.2	1.8	8.9	-2	11	0.27	-0.17	-0.54	0.92	5%
COc1ccc(S(=O)(=O)N2C(=O)/C(=C3\SC(N)=NC3=O)c3ccccc32)cc1	7%	i	0.1	1306	/	/	i	26	/	/	/	/	/	-0.74	-0.23	-0.4	0.14	16%
CC(=O)Nc1ccc(OC(=O)C(CCS(C)(=O)=O)N2C(=O)c3ccccc3C2=O)cc1 (stereo unspecified)	-7%	i	-0.9	1143	i	5	i	22	3.3	2.5	8.5	14	10	0.72	-0.27	0.25	0.17	5%
COCCCNc1nc(-c2ccncc2)nc2ccccc12	20%	i	-4.0	951	i	32	i	32	5.2	2.4	1.7	-6	-15	0.24	-0.18	0.4	-0.37	6%
COC(=O)/C(=C\c1c[nH]c2ccccc12)NC(C)=O	44%	i	/	/	i	19	i	32	2.2	1.4	5.9	18	-3	0.74	-0.23	0.63	0.38	6%
Cc1c(C(=O)OCC(=O)c2c(N)n(CC(C)C)c(=O)n(C)c2=O)oc2ccccc12	-9%	i	-0.8	1030	i	0	i	28	1.7	1.8	12	8	-6	-0.81	-0.17	-0.22	0.47	3%
CC1(C)CC(C#N)(N2CCOCC2)CCO1 (stereo unspecified)	-15%	i	1.5	1137	i	-6	i	47	2.6	2.4	6.3	17	-3	0.77	0.051	0.32	0.27	-13%
CC(C)(C)c1ccc(/C=C/C(=O)N2CCc3ccccc3C2)cc1	8%	i	-1.7	1097	i	38	i	13	2.1	2.0	6.4	23	-4	0.95	-0.17	0.86	0.15	-10%
COc1ccc(C(=O)/C=C/Nc2ccc(C)cn2)cc1OC	-4%	i	1.5	943	i	-2	i	13	0.7	1.6	2.7	3	2	-0.8	-0.31	-0.25	0.23	8%
O=C(Nc1cccc(F)c1)c1ccc(-c2ccccc2C(F)(F)F)o1	10%	i	/	/	i	14	/	/	2.2	3.2	8.6	53	20	0.52	-0.3	0.55	0.45	-4%
COc1ccc(NC(=O)CCCSc2ccccc2)cc1	5%	i	-4.3	1014	i	-2	i	51	6.8	2.6	4.3	-4	14	0.098	-0.21	0.74	-0.89	0%
O=C(COC(=O)C1CC(=O)N(C2CCCCC2)C1)c1ccc(F)cc1 (stereo unspecified)	5%	i	3.2	1009	i	-11	i	65	2.5	3.5	7.8	9	5	-0.62	-0.23	-0.038	1	5%
N#CCCN1CCN(C(=S)c2ccc(-c3cccc(Cl)c3)o2)CC1	-5%	i	1.3	733	i	19	i	18	3.9	0.7	7.3	21	2	2.2	0.26	1.5	-1.8	6%
Cn1c(Sc2ccc(Cl)cc2)c(C=O)c2ccccc21	-1%	i	-2.2	1101	i	-2	i	23	1.0	2.1	3.6	2	-3	-0.31	-0.23	-0.6	0.44	-1%
CCCCOCCCNc1ncnc2c1[nH]c1ccccc12	-9%	i	-1.1	1201	i	3	i	29	2.1	1.9	12	17	25	0.13	-0.1	0.17	0.11	1%
COc1ccc(CC(NC(C)=O)C(=O)NC2CCN(C(=O)C3CC3)CC2)cc1OC (stereo unspecified)	-9%	i	-0.5	1578	i	4	i	48	2.3	1.1	9.5	-4	-21	1.1	0.017	0.16	-0.4	0%
O=C(c1ccc(Nc2cccc(C(F)(F)F)c2)nc1)N1CCCC1	7%	i	-2.9	1044	i	-9	i	9	3.0	2.2	8.4	20	10	-0.045	-0.36	-0.0049	-0.43	12%
Cc1ccc(-n2c(O)c(C=Nc3ccc(S(=O)(=O)Nc4ncccn4)cc3)c3ccccc3c2=O)cc1C	-10%	i	-0.2	1007	i	-9	i	29	2.8	2.8	1.1	-7	3	0.068	-0.25	0.28	-0.19	-1%
O=C(Cn1nc(-c2ccccc2)ccc1=O)NCc1ccc2c(c1)OCO2	-2%	i	-2.1	1017	i	-11	i	21	5.1	2.4	5.7	17	9	-0.71	-0.21	-0.12	-0.13	0%
Cn1c(NCc2ccc(Cl)cc2)nc2ccccc21	3%	i	1.1	975	i	17	i	32	2.5	1.5	5.9	7	10	-0.35	-0.25	-0.039	0.23	-2%
O=c1n(Cc2ccccc2F)c2ccccc2n1Cc1ccccc1F	3%	i	-3.4	558	i	4	i	21	3.7	2.0	5.1	40	25	-1.3	-0.23	-0.84	1.3	5%
Oc1ccc(/C(Cc2ccc3ccccc3n2)=N\Nc2ccccc2)c(O)c1	-2%	i	1.1	1133	i	-2	i	46	2.9	2.3	10	26	18	-1.9	-0.13	-0.81	0.5	8%
CN(C(=O)c1ccc(OC2CCN(C(=O)c3cccnc3)CC2)cc1)C1CCCCC1	9%	i	0.9	973	i	24	i	33	2.8	1.5	7.4	-9	13	-0.0058	-0.32	-0.084	1.3	-4%
CCOC(=O)C(Cc1ccccc1)C(=O)Nc1cccc(C)c1 (stereo unspecified)	2%	i	/	/	i	5	i	54	5.9	2.3	6.4	1	5	-0.61	-0.23	-0.012	0.87	0%
CCCCC(=O)OCC(=O)Nc1cccc(S(=O)(=O)NC2=NCCCCC2)c1	0%	i	-2.6	1066	i	-9	i	46	2.6	1.6	1.2	16	4	-0.12	-0.33	0.48	-0.033	-5%
Cc1cccc(N2CCN(C(=O)Cn3c(=O)[nH]c4ccsc4c3=O)CC2C)c1 (stereo unspecified)	-27%	i	/	/	i	20	i	53	1.8	1.4	7.4	0	8	0.66	-0.12	0.63	0.79	6%
Cc1cc(C)c2oc(=O)cc(CN3CCOCC3)c2c1	17%	i	-0.6	1328	i	-4	i	61	4.4	1.9	7.8	-9	-10	0.5	-0.22	0.43	0.59	8%
COc1nnc(-c2ccc(N3CCCCC3)c(N)c2)c2ccccc12	/	i	/	/	i	19	i	30	2.0	0.2	29	/	/	-0.62	-0.12	0.14	-0.35	/
O=C(CN1CCOCC1)OCCCC1CCCCC1	12%	i	-1.0	1298	i	17	i	44	3.3	1.9	8.1	-10	-14	-1.3	-0.2	-0.59	0.78	2%
COc1ccc(CNC(=O)C(C)Sc2ccc(C)cc2)cc1 (stereo unspecified)	-4%	i	0.0	970	i	17	i	56	7.1	1.6	8.4	-4	-14	1.1	-0.24	1.3	-0.37	-8%
O=C(NC(=S)Nc1ccc(NC(=O)c2cccs2)cc1)c1ccco1	0%	i	1.8	1081	i	-2	i	17	1.9	1.8	2.9	5	-4	0.05	-0.19	0.13	0.053	10%
Cc1csc(=NC(=O)c2ccccc2)n1Cc1ccco1	9%	i	-2.3	1002	i	7	i	17	3.7	4.3	12	26	7	-0.52	0.033	-0.025	0.68	3%
COc1cccc(N(Cc2nnc3n2CCCCC3)C(=O)Nc2ccccc2F)c1	-6%	i	-1.4	1140	i	-10	i	55	0.3	3.9	6.7	9	6	-0.29	0.47	0.24	0.18	4%
CCc1cccc(CC)c1NC(=O)COC(=O)c1ccc(F)c(S(=O)(=O)N(CC)CC)c1	11%	i	-4.0	1195	i	7	i	45	4.5	1.7	1.1	-7	10	-0.15	-0.17	0.36	1	4%
